p97 inhibitor = inhibitors of human p97 ATPase, primary screen, biochemical; Transitional endoplasmic reticulum ATPase (Homo sapiens), P55072; recombinant p97 ATPase, Kinase-Glo ATP luminescence, 3 h; inhibition, % at 8 µM; 0.42% of 220,000 active; AID 1481, 2009; in the data active = inhibition above about 15%;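 also: 0% = DMSO vehicle and 100% = wells lacking enzyme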
NCF1 inh = p47phox/p22phox peptide binding inhibitors, primary screen, biochemical, uHTS, NADPH oxidase regulatory subunit | 0.53% of 220,000 active | Neutrophil cytosol factor 1 (Homo sapiens), P14598 | fluorescence polarization, 2 h | AID 1274, 2008 | inhibition, % at 24.7 µM;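 active = inhibition above about 30%, limit read from the data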;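 also: 0% = p47phox with labelled peptide and 100% = labelled peptide alone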
Calpain2 inh = inhibitors of pig calpain II, primary screen, biochemical, fluorogenic peptide substrate, 1536-well. purified calpain II, 30 min. AID 1236, 2008. 0.37% of 220,000 active. inhibition, % at 16 µM;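 active = inhibition above about 50%, limit read from the data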
Runt-CBFb FRET = inhibitors of RUNX1 Runt–CBFb binding, primary screen, biochemical, FRET, Cerulean-Runt, Venus-CBFb, uHTS; 0.46% of 220,000 active; AID 1496, 2009; Runt-related transcription factor 1 (Homo sapiens) + Core-binding factor subunit beta …; inhibition, % at 20 µM; Cerulean-Runt/Venus-CBFb FRET ratio 530/480, 1 h;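 active = inhibition over about 50% at 20 µM in the single-dose screen, limit read from the data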;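 also: 0% = DMSO wells and 100% = excess unlabeled CBFb competitor control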
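Buffer or medium: Tris pH 7.5 buffer with BSA. Assay system: Cerulean-labeled Runt domain protein. Amount: each fluorescent fusion protein 100 nM. Read-out basis: loss of energy transfer signal. Incubation: 1 h compound exposure, room temperature. Probe or stimulus: Venus-CBFb binding partner, 100 nM. Detection: FRET, excitation 422 nm, emission at 530 and 480 nm.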
EBV gp42 inh = Epstein-Barr virus gp42 inhibitors, primary screen, biochemical, uHTS, fluorescence polarization; Glycoprotein 42 (Epstein-Barr virus (strain AG876)), Q1HVG2; Fluorescence polarization binding assay, mP read-out; inhibition, % (tested at 21.74 µM); 0.42% of 220,000 active; AID 1085, 2008; in the data active = inhibition above about 50%
Target sequence (Q1HVG2 whole entry, looked up): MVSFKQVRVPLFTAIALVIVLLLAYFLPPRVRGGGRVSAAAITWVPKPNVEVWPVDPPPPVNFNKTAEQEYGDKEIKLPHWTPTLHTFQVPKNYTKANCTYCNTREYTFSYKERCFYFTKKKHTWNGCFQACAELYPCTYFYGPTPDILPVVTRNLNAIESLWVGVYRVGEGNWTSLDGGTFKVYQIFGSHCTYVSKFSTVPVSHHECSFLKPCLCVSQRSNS
Runt-SMMHC FRET = inhibitors of RUNX1 Runt–CBFb-SMMHC binding, primary screen, biochemical, FRET, Cerulean-Runt, Venus-CBFb-SMMHC, uHTS; Runt-related transcription factor 1 (Homo sapiens) + Core-binding factor subunit beta …; Cerulean-Runt/Venus-CBFb-SMMHC FRET ratio 530/480, 1 h; inhibition, % at 20 µM; 0.74% of 220,000 active; AID 1434, 2008;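 active = mean inhibition across duplicate retests at 20 µM reaching about 50%, limit read from the data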;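 also: 0% = DMSO wells and 100% = wells with excess untagged CBFb-SMMHC; inhibitors lower the FRET ratio by blocking Runt binding to CBFb-SMMHC; some results filed as inactive read as strong as hits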
TbHK1 inh = Trypanosoma brucei hexokinase 1 inhibitors, primary screen, biochemical, G6PDH-coupled NADH absorbance, MLSCN library; 0.11% of 220,000 active; inhibition, % at 10 µM; recombinant TbHK1, G6PDH-coupled NADH A340;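 active = inhibition of 50% or more in the single-dose primary screen; inactive = inhibition below 50%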
Furin inhibitor = human furin inhibitors, primary screen, biochemical, fluorescence intensity; 0.061% of 220,000 active; purified furin, fluorogenic substrate cleavage; inhibition, % at 30 µM; AID 463115, 2010; P09958; in the data active = inhibition above about 25%; also: inactives centre near -15
Target sequence (P09958 108-714 limits assumed): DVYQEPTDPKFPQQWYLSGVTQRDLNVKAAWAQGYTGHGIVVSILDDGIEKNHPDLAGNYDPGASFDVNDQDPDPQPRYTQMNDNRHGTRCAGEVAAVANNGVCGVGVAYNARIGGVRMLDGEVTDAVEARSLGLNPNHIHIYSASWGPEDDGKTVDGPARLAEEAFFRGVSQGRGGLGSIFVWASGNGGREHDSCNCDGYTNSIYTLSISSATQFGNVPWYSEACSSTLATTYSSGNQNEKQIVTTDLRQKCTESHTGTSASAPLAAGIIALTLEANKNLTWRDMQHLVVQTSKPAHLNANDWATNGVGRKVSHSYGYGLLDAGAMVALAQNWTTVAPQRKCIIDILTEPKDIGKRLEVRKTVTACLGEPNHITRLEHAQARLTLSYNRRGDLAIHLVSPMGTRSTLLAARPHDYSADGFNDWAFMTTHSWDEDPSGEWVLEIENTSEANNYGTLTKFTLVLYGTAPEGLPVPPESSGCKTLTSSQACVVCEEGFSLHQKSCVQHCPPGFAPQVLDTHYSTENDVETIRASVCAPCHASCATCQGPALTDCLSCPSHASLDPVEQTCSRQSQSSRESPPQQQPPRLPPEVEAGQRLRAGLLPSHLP
RBBP9 inhibitor = human RBBP9 inhibitors, primary screen, biochemical, fluorescence polarization, FP-Rh probe, HTS; Serine hydrolase RBBP9 (Homo sapiens), O75884; recombinant RBBP9; inhibition, % at 7.94 µM; 0.2% of 220,000 active; AID 1515, 2009;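 active = inhibition above the campaign mean of all tested compounds plus 3 SD, cut at about 14% in these data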;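 also: plate controls were DMSO wells with RBBP9 for no effect and wells lacking RBBP9 protein for full effect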
Target sequence (O75884 whole entry, looked up): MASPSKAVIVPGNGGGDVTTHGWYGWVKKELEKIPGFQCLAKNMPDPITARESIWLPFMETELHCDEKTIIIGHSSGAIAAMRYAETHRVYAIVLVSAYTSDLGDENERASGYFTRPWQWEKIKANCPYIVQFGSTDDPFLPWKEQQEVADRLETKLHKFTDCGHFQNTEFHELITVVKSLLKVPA
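Test system: recombinant human RBBP9. Quantity: 2.5 µM RBBP9 dispensing solution, before mixing. Detection: FP readout at 525/598 nm. Reagent: Serine-hydrolase probe FP-Rh, 375 nM pre-mixing. Measure: % inhibition. Control set: DMSO-treated enzyme wells and wells lacking RBBP9. Buffer or medium: Tris-NaCl-Pluronic buffer, pH 8.0. Times: preincubation 30 min plus labeling 45 min at 25 °C.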
An asterisk follows results filed as active; · = not tested or not shown; [ ] = remark or other dose.

SMILES	p97 inhibitor	NCF1 inh	Calpain2 inh	Runt-CBFb FRET	EBV gp42 inh	Runt-SMMHC FRET	TbHK1 inh	Furin inhibitor	RBBP9 inhibitor
O=C(c1oc(=O)c2ccccc2c1-c1ccccc1)N1CCN(C2CCCCC2)CC1	-2	-7	-2	0	-18	1	-9	-12	-5
CCCCC(=O)OCC(=O)Nc1ccc(SC(F)F)cc1	0	-15	-8	1	0	-4	-3	-14	1
Cn1c(Cc2ccccc2)nnc1SCC(=O)Nc1ccccc1	1	-2	16	-1	-10	-1	9	1	0
COC(=O)CCC/C=C1\SC[C@@H](NC(=O)c2ccccc2)C1NC(C)=O (stereo partly drawn)	6	-11	-11	0	-10	-2	0	-24	-9
COc1cccc(C2C(C(=O)/C=C/c3ccco3)=C(O)C(=O)N2CCN2CCOCC2)c1 (stereo not drawn)	-3	-36	-51	-2	-23	8	-11	-10	-6
CC(NC(=O)CCN1N=C(c2ccccc2)CCC1=O)c1ccc2c(c1)OCCO2 (stereo not drawn)	-4	0	27	-1	-15	-2	10	-6	0
COC(=O)c1sc(NC(=O)/C=C/c2ccc(C)cc2)nc1C	2	-5	-48	0	-14	5	-18	-29	-7
O=C(O)c1ccc(-n2cccc2)cc1O	6	-12	-15	-2	-15	-3	9	-23	-10
COc1cccc2cc(C(=O)Oc3ccc(NC(C)=O)cc3)c(=O)oc12	7	4	-36	11	-6	4	-11	-8	-5
O=C(/C=C/c1ccc(OC(F)F)cc1)OCC(=O)N1CCN(C(=O)c2ccco2)CC1	3	-14	-55	0	1	-2	-7	0	-4
Cc1ccc(C(=O)NNC(=O)CCN2C(=O)C3CCCCC3C2=O)cc1 (stereo not drawn)	3	-11	-2	1	-11	2	-3	-6	-2
CC(=O)Oc1c(C)cc(Cl)cc1C(=O)Nc1ccc([N+](=O)[O-])cc1Cl	2	4	-15	0	0	-4	2	-30	3
COc1ccc(C(=O)CNc2ccccc2CO)cc1	-4	5	32	0	5	0	7	-11	-10
CCc1nc(N2CCC3(CC2)OCCO3)c2nnn(Cc3ccccc3Cl)c2n1	-4	-19	20	·	-18	-14	-7	-16[20 µM]	-5
C=CCn1c(=O)c2ccc(C(=O)NCc3ccccc3)cc2n(Cc2cccc(Cl)c2)c1=O	4	-11	3	-4	-7	-1	0	-17	3
COCCN(C(=O)CSc1nnc(Nc2ccc(C)cc2)s1)c1c(N)n(CC(C)C)c(=O)[nH]c1=O	0	-6	-11	-3	-20	1	-6	-1	-5
COc1ccc(-c2[nH]ncc2CN(C)Cc2c(C)n[nH]c2C)c(OC)c1	5	9	2	-1	16	-1	3	-22	1
CC(C)(C)c1ccc(C(CC(=O)O)NC(=O)CCCc2ccccc2)cc1 (stereo not drawn)	1	1	26	-8	-12	1	-4	-19	9
N#Cc1c(NC(=O)CN2CCN(S(=O)(=O)c3ccc4c(c3)OCCO4)CC2)sc2c1CCC2	5	-51	-59	-3	-38	-8	26	-19	-7
COc1ccc(C(=O)CSc2nnc(Cc3ccccc3)o2)cc1	-3	-6	-24	-4	-17	-5	2	-23	-6
COCC(C)NC(=O)COc1nncc2ccccc12 (stereo not drawn)	7	-5	-23	0	-26	-7	-2	-24	4
c1ccc(CCN2CN=C(Nc3nc4ccccc4s3)NC2)cc1	4	-10	-2	2	-10	1	-3	-26	-5
C/C(Cn1nc([N+](=O)[O-])cc1C)=N\NC(=O)COc1c(Cl)cc(Cl)cc1Cl	-2	3	33	-2	-8	0	-5	-14	-4
O=S(=O)(Nc1ncn[nH]1)c1ccc(Cl)cc1	2	-10	-4	1	-15	-2	3	-10[20 µM]	-5
O=C(Cn1ccc2ccccc2c1=O)NCCC(=O)Nc1cccnc1	-4	-8	-9	-1	-8	-3	-17	-24	-7
C=C(C)c1nc2cc(OC)c(OC)cc2c(=O)o1	1	11	-14	2	-5	-1	-16	-14[20 µM]	8
CSC(=S)N/N=C(\C)c1ccc(Br)cc1	0	2	21	3	-2	3	1	-19	-10
COc1ccc(S(=O)(=O)N2CCn3c2nc2ccccc23)cc1	6	15	-46	0	2	0	2	13[20 µM]	5
COc1ccc2nc(N/C(N)=N/C(=S)Nc3ccc(C)c(C)c3)nc(C)c2c1	3	-14	-91	3	-18	4	-11	18	0
Cc1nnc(SCC(=O)c2ccc(C(C)C)cc2)s1	1	-3	31	-2	-6	-9	5	-16	-1
Cc1cccc(S(=O)(=O)Nc2nc3ccccc3nc2NCC2CCCO2)c1 (stereo not drawn)	1	-6	-41	-2	2	0	-64	-43	4
O=C(c1ccc2c(=O)n3c(nc2c1)CCCCC3)N1CCc2ccccc21	3	-8	-8	-2	-11	2	-8	-22	-6
O=S(=O)(c1ccccc1)N1CCC(O)(CSc2ccccc2)CC1	4	0	22	-1	-8	-4	-4	-5	-7
CCOC(=O)C1CCN(C(=O)CSc2nnc(-c3ccco3)n2-c2ccccc2)CC1	-1	-10	6	2	-24	1	-4	-14	3
O=C(c1ccco1)N1CCN(Cc2cccnc2)CC1	1	0	-7	-2	11	0	-4	0[20 µM]	-3
Cc1nn(-c2cc(N3CCCCCC3)ccc2[N+](=O)[O-])c(=O)c2ccccc12	-4	0	4	-2	-22	-7	1	-1[20 µM]	0
Cc1ccc(C(C)(C)C)c(OCCOCCN2CCCC2)c1	0	-5	-3	1	-5	2	17	-8	-3
COc1ccc(Oc2nc3ccccc3n3cccc23)cc1	5	-5	-4	0	-6	-6	-4	-12[20 µM]	-1
COc1ccc(-n2c(SCC(=O)Nc3ccccc3)nc3c(c2=O)SCC3)cc1	5	-17	-36	2	12	-3	-17	-25	-2
C=CCn1c(CNC(=O)c2cccs2)nnc1SCC(=O)Nc1ccc(C(=O)O)cc1	1	6	12	-28	-29	6	-6	-15[20 µM]	-3
CN(C)CCSc1nc(-c2ccccc2)nc2c1CCCC2	2	-14	17	0	-9	4	3	-18	4
Cc1cc(NC(=O)/C=C/c2ccccc2Cl)n(-c2nc3ccccc3[nH]2)n1	-5	-1	-21	-2	3	4	-19	-15	-4
O=C(CSc1ccc2c(c1)OCCO2)NCCc1ccc(Cl)cc1Cl	-8	-10	34	2	-1	0	9	-10	-2
CCN(CC)S(=O)(=O)c1cc(C(=O)Nc2cccnc2Cl)ccc1Cl	-1	-8	10	0	-8	39	0	-21	-6
Cc1ccnc(NS(=O)(=O)c2ccccc2)n1	1	-11	23	0	-12	-4	-1	-9[20 µM]	-8
Cc1cccc(C2NS(=O)(=O)N=C2N)c1 (stereo not drawn)	0	-5	-27	1	-8	0	0	-19[20 µM]	-10
O=C1S/C(=C\c2ccc(O)c([N+](=O)[O-])c2)C(=O)N1Cc1cccc([N+](=O)[O-])c1	6	-14	14	-8	4	-9	-10	-21	-2
N#CCSc1nnc(-c2ccc(F)cc2)n1N	1	0	-15	2	0	0	-3	-17	-8
CCc1ccc(NC(=O)Cc2ccc(OC)cc2)cc1	0	5	-5	0	-14	3	27	-4	6
COc1ccc(NCC(=O)N/N=C2\CCCC(C)C2)cc1 (stereo not drawn)	-2	1	-6	1	-2	4	4	-4	-2
CCOC(=O)c1sc2nc(C)nc(NCc3cccnc3)c2c1C	5	-26	-164	0	-18	4	-13	-4	-7
Cn1c(SCc2cccc(Br)c2)nnc1-c1ccccn1	0	-19	-13	-1	-5	0	3	-18	4
NC(=O)CSc1nnc(SCc2ccc(F)cc2)s1	1	-17	-9	-1	-1	-2	-3	-19	1
C=CCn1c(=O)c(C(=O)Nc2ccccc2C(=O)OCC)c(O)c2ccccc21	4	-5	-228	2	-8	1	-17	-16[20 µM]	3
Cc1cc(C(=O)NC(C)C)on1	4	-5	-2	-1	9	-1	5	-21	-5
NC(=O)N/N=C\c1cccs1	-3	-8	28	0	-6	2	-8	-10	-4
CC(C)[C@H](Nc1ncnc2c1oc1ccccc12)C(=O)O	5	5	-21	0	-3	0	-8	-27	0
COc1ccc(CCn2ccc(O)c(Cc3c(F)cccc3Cl)c2=O)cc1OC	3	-6	-18	-1	2	-1	2	-28	-1
O=C1COc2ccc(C(=O)c3ccccc3C(=O)NCc3ccccc3)cc2N1	3	-27	14	2	0	2	3	-22[20 µM]	-3
CC(C)(C)N(NC(=O)Nc1ccc(F)cc1)C(=O)c1ccccc1	3	-5	3	-3	-2	-2	4	-11	-4

An excerpt from above with just Calpain2 inh and Runt-SMMHC FRET.
structure	Calpain2 inh	Runt-SMMHC FRET
CCOC(=O)c1sc2nc(C)nc(NCc3cccnc3)c2c1C	-164	4
Cn1c(SCc2cccc(Br)c2)nnc1-c1ccccn1	-13	0

Entries of single compounds from above. Values in the order: p97 inhibitor	NCF1 inh	Calpain2 inh	Runt-CBFb FRET	EBV gp42 inh	Runt-SMMHC FRET	TbHK1 inh	Furin inhibitor	RBBP9 inhibitor
O=C(c1ccc2c(=O)n3c(nc2c1)CCCCC3)N1CCc2ccccc21 reads 3	-8	-8	-2	-11	2	-8	-22	-6
CC(C)(C)N(NC(=O)Nc1ccc(F)cc1)C(=O)c1ccccc1 reads 3	-5	3	-3	-2	-2	4	-11	-4

(next part)
SMILES	p97 inhibitor	NCF1 inh	Calpain2 inh	Runt-CBFb FRET	EBV gp42 inh	Runt-SMMHC FRET	TbHK1 inh	Furin inhibitor	RBBP9 inhibitor
CCOC(=O)CCCNS(=O)(=O)c1c(C)ccc2nsnc12	2	-7	-13	-2	-11	0	-6	-10[20 µM]	7
CCOC(=O)N1CCN(S(=O)(=O)c2ccc3c(c2)CCN3C(=O)CC)CC1	3	-5	-11	3	-20	2	-1	-4[20 µM]	-1
CC(Oc1cccc(Cl)c1)C(=O)NCc1ccc(S(N)(=O)=O)cc1 (stereo not drawn)	4	-4	4	2	-12	2	-7	-25	-3
COc1ccccc1C(=O)Nc1ccc2c(c1)nc1n2CCSC1	1	-8	-34	-2	-23	-10	0	-19	-6
CN(C(=O)C1CCN(S(=O)(=O)c2cccs2)CC1)c1ccccc1	1	4	-12	-1	-4	1	-17	-25	-7
Cc1cc(C(=O)Cn2nc(C(=O)O)c3ccccc3c2=O)c(C)n1-c1cccc(C(F)(F)F)c1	-7	-18	14	-3	-20	-2	-5	-8	-9
O=C(CSc1nnc(-c2ccccc2Cl)o1)N1CCCCC1	-2	9	13	1	0	-1	-3	-24	-12
O=C(O)c1nc(-c2ccccc2)n(-c2ccc(Cl)cc2)n1	-4	-1	27	-2	-8	-3	1	-15[20 µM]	-10
Cc1ccc2cc(S(=O)(=O)NCCCC(=O)O)ccc2c1	0	-13	-15	0	4	3	6	-19[20 µM]	6
COc1cccc(C2C(C(=O)c3cc4ccccc4o3)=C(O)C(=O)N2CCN(C)C)c1OC (stereo not drawn)	5	·	·	·	·	·	-11	-16[20 µM]	-10
